# PfHsp90 yeast 2: growth inhibition of yeast expressing Plasmodium Hsp90. actives 0.32% (n = 310,000). inhibition, % at 9.4 µM. AID 504621. S. cerevisiae expressing PfHsp90, BacTiter-Glo ATP, 48 h; yeast lacking PDR1 and PDR3 efflux regulators;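 active means every replicate shows inhibition above about 80%, whatever the replicate mean, limit read from the data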;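 further: 0% = DMSO neutral controls and 100% = 20 µM radicicol positive controls; yeast relying on Plasmodium falciparum Hsp90 in place of its own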
# CAL PDZ FP-1: inhibitors of human CAL PDZ peptide binding | inhibition, % at 24.9 µM | AID 602252 | purified CAL PDZ, TMR-peptide fluorescence polarization, 1 h | Q9HD26 | actives 0.92% (n = 300,000);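 active means mean inhibition of at least 30% with at least half of replicates also reaching 30%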;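 further: 0% = DMSO neutral control and 100% = excess unlabeled competitor peptide PRC23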
# PvdQ inh: blocks Pseudomonas aeruginosa PvdQ acylase activity | purified PvdQ acylase, fluorescence plate reader | inhibition, % at 10 µM | actives 0.063% (n = 340,000) | AID 488965; in the data active means inhibition above about 30%, passing the limit was not always enough;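 further: 0% = vehicle neutral wells and 100% = reference inhibitor wells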
# dFosB act: enhances mouse delta FosB homodimer DNA binding; activation, % at 25 µM; purified delta FosB, TAMRA-CDK5 oligo fluorescence polarization; percent of positive-control signal above neutral wells; actives 0.99% (n = 340,000);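 active means mean activation above about 17%, with every replicate also reaching it, limit read from the data, passing the limit was not always enough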;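 further: fluorescence polarization rise as delta FosB binds a TAMRA Cdk5 AP-1 oligo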
# SR-BI DiI inh: mouse SR-BI HDL lipid transfer inhibition; Q61009; ldlA[mSR-BI] CHO cells, DiI-HDL uptake fluorescence, 3 h; inhibition, % at 12.5 µM; actives 0.96% (n = 320,000);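 active means mean replicate inhibition of at least 70% and a set share of replicates each scoring 70 or more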;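 further: 0% = median of neutral control wells and 100% = median of positive control wells; values of inactives mirror those of a sister screen read the other way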
# Target sequence (Q61009 whole entry, looked up): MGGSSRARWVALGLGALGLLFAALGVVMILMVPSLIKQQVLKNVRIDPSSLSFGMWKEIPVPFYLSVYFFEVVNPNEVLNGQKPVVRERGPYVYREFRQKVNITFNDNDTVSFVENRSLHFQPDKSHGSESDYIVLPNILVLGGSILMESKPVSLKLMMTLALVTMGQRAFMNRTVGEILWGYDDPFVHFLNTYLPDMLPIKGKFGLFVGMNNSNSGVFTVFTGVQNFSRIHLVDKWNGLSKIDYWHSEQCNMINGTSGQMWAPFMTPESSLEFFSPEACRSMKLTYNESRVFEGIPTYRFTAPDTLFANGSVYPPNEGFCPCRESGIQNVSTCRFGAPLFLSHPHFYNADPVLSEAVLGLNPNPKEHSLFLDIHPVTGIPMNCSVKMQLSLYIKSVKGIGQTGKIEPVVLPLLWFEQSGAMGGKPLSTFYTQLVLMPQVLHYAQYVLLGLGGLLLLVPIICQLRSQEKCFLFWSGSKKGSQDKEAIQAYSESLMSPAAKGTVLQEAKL
# MITF act: MITF TRPM1 promoter activation in melanoma cells; SK-MEL-5 TRPM1-promoter luciferase, 24 h; % of positive control, neutral wells = 0; activation, % at 12.5 µM; actives 0.75% (n = 300,000); AID 588334;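 active means mean activation of at least 80% with every replicate also reaching 80%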;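 further: 0% = neutral control wells and 100% = parthenolide positive control wells; values of inactives mirror those of a sister screen read the other way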
# Rtt109 HAT inh: inhibitors of Candida albicans Rtt109/Vps75 histone acetyltransferase; Q5AAJ8; purified Rtt109/Vps75, ThioGlo CoA-SH fluorescence, 4 h; inhibition, % at 34.9 µM; actives 0.16% (n = 330,000);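 active means inhibition of at least 50% in every replicate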
# Target sequence (Q5AAJ8 whole entry, looked up): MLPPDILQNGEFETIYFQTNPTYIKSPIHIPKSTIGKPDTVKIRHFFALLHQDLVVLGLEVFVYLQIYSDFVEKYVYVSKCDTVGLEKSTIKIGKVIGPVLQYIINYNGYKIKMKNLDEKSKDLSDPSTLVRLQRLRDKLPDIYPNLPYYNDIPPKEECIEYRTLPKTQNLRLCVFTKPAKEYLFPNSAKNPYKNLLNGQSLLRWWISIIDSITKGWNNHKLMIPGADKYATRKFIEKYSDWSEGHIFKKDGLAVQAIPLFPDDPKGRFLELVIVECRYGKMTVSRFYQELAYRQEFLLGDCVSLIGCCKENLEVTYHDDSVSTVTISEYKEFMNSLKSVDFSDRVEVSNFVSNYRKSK
# NSD2 HMT inh: inhibitors of human histone methyltransferase NSD2 | actives 0.54% (n = 310,000) | inhibition, % at 12.5 µM | NSD2 peptide methylation, AlphaScreen, 120 min; in the data active means inhibition above about 50%
# SR-BI DiI-HDL act: SR-BI HDL lipid transfer activation; activation, % at 12.5 µM; actives 0.096% (n = 320,000); CHO ldlA[mSR-BI] cells, DiI-HDL uptake fluorescence, 3 h; 100 = double the neutral-control signal;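 active means mean replicate activation of at least 60% and every replicate at or above 60%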;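 further: 0% = median plate neutral-control signal and 100% = twice that signal; values of inactives mirror those of a sister screen read the other way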
#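 Test system: SR-BI-overexpressing, LDLR-lacking CHO cells. Measured by: DiI fluorescence, bottom read. Medium: Ham's F12 with 0.5% BSA, HEPES 25 mM, pH 7.4. Timing: 3 h uptake period with compound, 37 °C.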
# CAL PDZ FP-2: inhibitors of human CAL PDZ peptide binding. AID 504414. inhibition, % at 20 µM. purified CAL PDZ, TMR-peptide fluorescence polarization, 1 h. actives 0.02% (n = 330,000);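 active means highest replicate inhibition of at least 40%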;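 further: plate controls were DMSO neutral control wells for no effect and unlabeled competitor peptide control wells for full effect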
#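 System: purified tagged CAL PDZ domain construct (CerCALP). Schedule: 1 h incubation at room temperature before polarization reading. Medium: 25 mM sodium phosphate pH 7.4, 150 mM NaCl, TCEP, IgG, Thesit. Read-out: percent inhibition from loss of millipolarization. Measured by: FP readout, S and P plane fluorescence. Probe or stimulus: fluorescent TMR peptide probe.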
# * = called active by the depositor; · = no result given; & = joins results of further samples. Hits appear at their usual frequency (roughly 4.3% active in at least one column).
# Start of the listing, in advance (17 entries):
SMILES,PfHsp90 yeast 2,CAL PDZ FP-1,PvdQ inh,dFosB act,SR-BI DiI inh,MITF act,Rtt109 HAT inh,NSD2 HMT inh,SR-BI DiI-HDL act,CAL PDZ FP-2
CCc1ccc(C(C)NC(=O)Cn2cnc3c(=O)n(C)c(=O)n(C)c32)cc1 (configuration not stated),·,-3,8,-3,-30,-8,-1,7,30,0.2
C=CCn1c(=NC(=O)C2CC2)sc2cc(NC(C)=O)ccc21,-30,·,-15,7,31,10,-11,·,-31,-0.7
Cc1cccc(C)c1OCC(N)C(C)C (configuration not stated),-9,-2,0,-6,4,2,-4,·,-4,-0.8
O=C(CC1SC(=O)N(c2ccccc2)C1=O)Nc1ccc(Cl)cc1 (configuration not stated),11,-4,-14,0,-3,·,11,0,3,-0.8
COc1cc(C2/C(=C(\O)c3ccc4c(c3)OCCO4)C(=O)C(=O)N2c2nnc(C)s2)cc(OC)c1OC (configuration not stated),-4,-3,7,2,-18,-6,26,15,18,-3.3
CCn1cc(C(=O)NCc2ccc(OC)cc2)c(=O)c2ccc(C)nc21,-1,·,5,1,-3,5,-1,-4,3,-0.1
c1csc(-c2nc(NCC3CCCO3)c3ccccc3n2)c1 (configuration not stated),-1,2,6,-18,26,-4,9,-6,-26,-3.2
CCOC(=O)CNC(=O)CN1C(=O)CC(c2ccco2)Sc2ccccc21 (configuration not stated),-39,-3,-3,2,-1,7,5,4,1,0.1
O=C(CSc1nnc(-c2ccc(F)cc2)c2ccccc12)NCC1CCCO1 (configuration not stated),-5,·,-9,-11,59,6,-27,-4,-59,-1.0
C/C(N)=C(/C#N)C(=O)COC(=O)CNS(=O)(=O)c1c(F)cccc1F,-3,·,-3,0,-1,3,-1,2,1,0.5
Cc1ccc(N(C)S(=O)(=O)c2ccc(C)cc2)cc1,1,-3,-5,-1,-4,2,5,-4,4,-0.8
CCOc1ccc(NC(=O)CCCCn2c(=O)[nH]c3ccsc3c2=O)cc1,-10,-4,-13,-22,·,9,-7,-6,·,-1.7
O=C(O)CN1C(=O)/C(=C\c2cccc(OCc3ccccc3F)c2)SC1=S,-18,-6,-7,-16,-2,3,0,16,2,0.4
Cc1cccc(NC(=O)c2c(C)nc3ccccn23)c1,·,-1,-18,4,10,·,-2,-2,-10,-0.3
COc1cc(/C=N/NC(=O)c2ccoc2C)cc(OC)c1OC,-10,·,-9,2,10,7,-1,-2,-10,-0.4
COCCNC(=O)C(c1ccc(OC)cc1)N(CCOC)C(=O)CCC(=O)Nc1nccs1 (configuration not stated),13,1,-1,2,·,-1,-2,17,·,-1.6
COc1ccc(CCNC(=O)c2ccc3nc(N4CCCCC4)sc3c2)cc1OC,12,·,4,3,-2,·,7,·,2,-1.1

# The whole of this part (from the top)
SMILES,PfHsp90 yeast 2,CAL PDZ FP-1,PvdQ inh,dFosB act,SR-BI DiI inh,MITF act,Rtt109 HAT inh,NSD2 HMT inh,SR-BI DiI-HDL act,CAL PDZ FP-2
CCc1ccc(C(C)NC(=O)Cn2cnc3c(=O)n(C)c(=O)n(C)c32)cc1 (configuration not stated),·,-3,8,-3,-30,-8,-1,7,30,0.2
C=CCn1c(=NC(=O)C2CC2)sc2cc(NC(C)=O)ccc21,-30,·,-15,7,31,10,-11,·,-31,-0.7
Cc1cccc(C)c1OCC(N)C(C)C (configuration not stated),-9,-2,0,-6,4,2,-4,·,-4,-0.8
O=C(CC1SC(=O)N(c2ccccc2)C1=O)Nc1ccc(Cl)cc1 (configuration not stated),11,-4,-14,0,-3,·,11,0,3,-0.8
COc1cc(C2/C(=C(\O)c3ccc4c(c3)OCCO4)C(=O)C(=O)N2c2nnc(C)s2)cc(OC)c1OC (configuration not stated),-4,-3,7,2,-18,-6,26,15,18,-3.3
CCn1cc(C(=O)NCc2ccc(OC)cc2)c(=O)c2ccc(C)nc21,-1,·,5,1,-3,5,-1,-4,3,-0.1
c1csc(-c2nc(NCC3CCCO3)c3ccccc3n2)c1 (configuration not stated),-1,2,6,-18,26,-4,9,-6,-26,-3.2
CCOC(=O)CNC(=O)CN1C(=O)CC(c2ccco2)Sc2ccccc21 (configuration not stated),-39,-3,-3,2,-1,7,5,4,1,0.1
O=C(CSc1nnc(-c2ccc(F)cc2)c2ccccc12)NCC1CCCO1 (configuration not stated),-5,·,-9,-11,59,6,-27,-4,-59,-1.0
C/C(N)=C(/C#N)C(=O)COC(=O)CNS(=O)(=O)c1c(F)cccc1F,-3,·,-3,0,-1,3,-1,2,1,0.5
Cc1ccc(N(C)S(=O)(=O)c2ccc(C)cc2)cc1,1,-3,-5,-1,-4,2,5,-4,4,-0.8
CCOc1ccc(NC(=O)CCCCn2c(=O)[nH]c3ccsc3c2=O)cc1,-10,-4,-13,-22,·,9,-7,-6,·,-1.7
O=C(O)CN1C(=O)/C(=C\c2cccc(OCc3ccccc3F)c2)SC1=S,-18,-6,-7,-16,-2,3,0,16,2,0.4
Cc1cccc(NC(=O)c2c(C)nc3ccccn23)c1,·,-1,-18,4,10,·,-2,-2,-10,-0.3
COc1cc(/C=N/NC(=O)c2ccoc2C)cc(OC)c1OC,-10,·,-9,2,10,7,-1,-2,-10,-0.4
COCCNC(=O)C(c1ccc(OC)cc1)N(CCOC)C(=O)CCC(=O)Nc1nccs1 (configuration not stated),13,1,-1,2,·,-1,-2,17,·,-1.6
COc1ccc(CCNC(=O)c2ccc3nc(N4CCCCC4)sc3c2)cc1OC,12,·,4,3,-2,·,7,·,2,-1.1
O=C(c1ccc(Br)s1)N1CCN(c2ccccn2)CC1,-16,-5,6,-1,11,6,-6,-4,-11,-2.5
C/C(=N/OCO/N=C(\C)c1ccccc1F)c1ccccc1F,-11,-2,-12,-2,-23,21,-5,-1,23,-2.2
COC(=O)c1oc2ccc(OC)cc2c1N,14,0,-6,-3,-12,45,13,1,12,0.4
COc1cccc(CN2CCC(C(=O)Nc3ccc(Oc4cccnc4)cc3)CC2)c1,-8,-3,-10,-5,-14,-6,-3,1,14,-2.6
COC(=O)c1ccc(NC(=O)COc2ccc(S(=O)(=O)NC(C)C)cc2)cc1,7,3,-2,-3,44,1,25,-5,-44,-1.3
CCN(CCS(=O)(=O)c1ccc(Br)cc1)Cc1nc2ccccc2c(=O)[nH]1,-6,-9,-11,-15,-11,1,-5,6,11,-1.5
CCC1CCc2sc(C(=O)N(C)CC(=O)Nc3cccc(OC)c3)cc2C1 (configuration not stated),-30,-13,-18,-7,-5,5,-5,2,5,-0.2
O=C(CSc1nnc(SCc2ccc(Cl)cc2)s1)N1CCN(C(=O)c2ccco2)CC1,-5,1,4,-1,11,5,-18,1,-11,-0.2
COc1ccc(/C=C2/C(=O)ON=C2C)cc1Br,-6,-3,-17,-1,-1,·,-1,2,1,-2.7
CSc1sc2ccccc2[n+]1CCCS(=O)(=O)[O-],-10,-6,23,1,3,7,1,1,-3,0.7
Cc1[nH]nc(N=CC2=C(O)CC(C)(C)CC2=O)c1-c1ccc(Cl)cc1,-2,-7,-3,-28,17,13,2,-2&-3,-17,-2.5
Cc1ccc(NC(=O)COC(=O)C2CCC2)cc1S(=O)(=O)N1CCCCC1,3,-5,3,10,-31,1,·,-1,31,-2.1
Cc1[nH]c(C)c(S(=O)(=O)N(C)Cc2ccccc2)c1C(=O)N1CCCCC1,-14,-4,-13,-6,-6,-10,-1,-5,6,0.6
CCCCS(=O)(=O)N1CCN(S(=O)(=O)c2cccs2)CC1,-9,-4,-15,-1,-9,3,-7,0,9,-3.1
CC(=O)N(C1=C(Cl)C(=O)c2ccccc2C1=O)C1CCCCC1,109*,·,5,-6,-2,·,3,·,2,3.0
O=S(=O)(c1ccc(Cl)c(NC(=S)Nc2cccc(O)c2)c1)N1CCOCC1,16,-4,4,1,-1,10,6,1,1,-0.3
O=C1c2ccccc2C(=O)N1CCCCN(C(=O)c1ccc(Cl)s1)c1ccc(Cl)cc1,-21,-1,-9,-1,-3,-3,2,-2,3,-2.6
Cc1cc(N=Cc2c(O)ccc3cc(Br)ccc23)no1,-48,·,-14,-5,-2,-14,9,-1,2,-1.1
COc1ccc(C)cc1NC(=O)Nc1ccc(C(=O)N2CCCC2)cc1,16,3,-2,-12,-2,25,12,1,2,-2.1
Cc1ccc(Nc2nc(N)nc(CSc3nc(C)cc(C)n3)n2)cc1,-15,-7,-13,-9,14,9,8,31,-14,-3.4
Cn1cc(CCCC(=O)NCc2ccccc2)c2ccccc21,-10,·,-7,-3,7,-2,-1,0,-7,-0.4
CC(C)(C)OC(=O)C[C@@H]1C/C=C\C[C@H](CC(=O)NCCO)C(=O)N[C@H](Cc2ccccc2)COC1=O,-5,-2,-12,1,1,8,-2,·,-1,0.0
CCCCNC(=O)Cn1cnc2c(cnn2-c2ccc(C)c(C)c2)c1=O,10,·,10,-11,-22,-12,8,-1,22,-0.8
O=C1CC(NCc2ccco2)C(=O)N1CCc1ccccc1 (configuration not stated),-21,·,-17,4,-34,13,5,1,34,0.6
O=C(COC(=O)c1cc[n+]([O-])cc1)NCc1ccccc1Cl,4,-2,8,-6,-7,6,-10,-1,7,-8.9
Cn1nc([N+](=O)[O-])nc1Sc1nnnn1-c1cccc(C(=O)O)c1,-14,2,-11,-1,-8,13,-7,-3,8,-0.4
C=CCn1c(OCc2ccccc2)n[nH]c1=S,2,-4,11,-1,1,0,-2,-1,-1,-1.9
CCn1ccnc1CN(C)Cc1nc(-c2ccccc2)no1,·,-3,-7,-4,6,7,-9,-1,-6,-1.3
Cc1ccc(C)c(S(=O)(=O)ON2C(=O)c3ccccc3C2=O)c1,-8,1,-6,-6,-13,-38,-4,0,13,-1.3

# Full records, looked up by structure.
# C=CCn1c(OCc2ccccc2)n[nH]c1=S is listed as PfHsp90 yeast 2: 2; CAL PDZ FP-1: -4; PvdQ inh: 11; dFosB act: -1; SR-BI DiI inh: 1; MITF act: 0; Rtt109 HAT inh: -2; NSD2 HMT inh: -1; SR-BI DiI-HDL act: -1; CAL PDZ FP-2: -1.9
# O=C1CC(NCc2ccco2)C(=O)N1CCc1ccccc1 (configuration not stated) is listed as PfHsp90 yeast 2: -21; CAL PDZ FP-1: ·; PvdQ inh: -17; dFosB act: 4; SR-BI DiI inh: -34; MITF act: 13; Rtt109 HAT inh: 5; NSD2 HMT inh: 1; SR-BI DiI-HDL act: 34; CAL PDZ FP-2: 0.6
